D1 agonist – human D1 receptor agonism; AID 504660; P21728; 360,000 compounds, 1% hits; HEK293 T-REx D1 cells, calcium flux, agonist mode; activation, % at 2 µM; further: 0% is about no effect
Target sequence (P21728 whole entry, looked up): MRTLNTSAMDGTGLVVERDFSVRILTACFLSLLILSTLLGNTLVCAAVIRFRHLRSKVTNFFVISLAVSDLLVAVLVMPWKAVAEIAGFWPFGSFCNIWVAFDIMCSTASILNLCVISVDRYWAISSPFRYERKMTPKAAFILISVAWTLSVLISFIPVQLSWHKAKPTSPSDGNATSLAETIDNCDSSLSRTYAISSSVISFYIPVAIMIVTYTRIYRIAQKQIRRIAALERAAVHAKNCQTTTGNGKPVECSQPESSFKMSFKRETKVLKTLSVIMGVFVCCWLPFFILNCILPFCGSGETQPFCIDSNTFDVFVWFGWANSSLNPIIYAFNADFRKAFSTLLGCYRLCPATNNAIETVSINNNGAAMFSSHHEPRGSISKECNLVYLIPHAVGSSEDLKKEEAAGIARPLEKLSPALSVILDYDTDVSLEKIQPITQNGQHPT
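Agonism was scored from calcium flux recorded over 180 s (1 read/s) after pintool compound addition, following a 10-cycle baseline. Cells were inducible force-coupled HEK293 TREx D1, plated overnight at 30 C and loaded with no-wash calcium dye.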
D2 ag – D2 dopamine receptor (human) agonism; P14416; HEK293 T-REx D2 cells, calcium flux agonist mode; activation, % at 2 µM; 340,000 compounds, 0.53% hits; AID 485358;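 active means activation over 3 SD above normal in the single-dose calcium agonist read, cut at about 30% in these data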; further: 0% is about no effect
Target sequence (P14416 whole entry, looked up): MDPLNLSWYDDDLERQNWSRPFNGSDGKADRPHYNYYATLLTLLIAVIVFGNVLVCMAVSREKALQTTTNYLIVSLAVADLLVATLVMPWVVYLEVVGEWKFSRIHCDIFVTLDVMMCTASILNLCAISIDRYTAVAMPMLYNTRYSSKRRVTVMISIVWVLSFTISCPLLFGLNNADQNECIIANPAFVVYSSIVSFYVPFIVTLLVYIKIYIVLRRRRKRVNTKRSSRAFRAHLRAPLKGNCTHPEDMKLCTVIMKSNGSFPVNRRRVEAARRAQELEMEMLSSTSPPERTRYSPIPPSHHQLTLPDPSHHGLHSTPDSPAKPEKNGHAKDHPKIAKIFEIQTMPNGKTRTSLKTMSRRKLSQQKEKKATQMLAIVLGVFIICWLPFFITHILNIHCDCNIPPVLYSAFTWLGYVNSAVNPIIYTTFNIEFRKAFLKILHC
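Agonism is scored from calcium flux in a force-coupled, inducible HEK293 cell line expressing D2, read kinetically for 180 s after compound addition against dopamine controls.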
TRHR enhancer – allosteric enhancers of human TRH receptor; 360,000 compounds, 0.66% hits; TRHR cells, fluo-8 calcium fluorescence, EC20 TRH enhancement; enhancement, % at 2 µM; in the data active means enhancement above about 30%; further: 0% is about no effect
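TRHR-expressing cells loaded with fluo-8 calcium dye were read kinetically (ex 480/em 530) during compound addition, then stimulated with an EC20 of TRH (10 nM final). Enhancement of the Gq-mediated intracellular calcium response was scored.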
D2 PAM – D2 dopamine receptor (human) potentiation. HEK293 T-REx D2, calcium flux, EC20 dopamine potentiation. AID 485347. P14416. potentiation, % at 10 µM. 340,000 compounds, 0.34% hits;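 active means potentiation over 3 SD above the plate norm, cut at about 30% in these data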; further: 0% is about no effect
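Cells plated with tetracycline inducer and held overnight at 30 C; calcium dye loaded 30–90 min at room temperature; baseline taken, compound added and read 180 s; EC20 dopamine then added and read 180 s.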
D1 antag – human D1 dopamine receptor antagonism; P21728; HEK293 TREx D1 cells, calcium flux, dopamine EC80; active compounds read low; activity change, negative = inhibition, % at 10 µM; 360,000 compounds, 3.2% hits; AID 504652; in the data active means activity change below about -30%; further: on the % scale 0 is the no-effect control and ±100 the full control effect
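Using tetracycline-induced force-coupled D1 Hek293 cells and a calcium dye, signals were followed for 180 s after compound, then for 180 s after EC80 dopamine, to detect inhibitors.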
D2 antag – antagonists of human D2 dopamine receptor. P14416. 340,000 compounds, 2% hits. inhibition, % at 10 µM. AID 485344. HEK293 TREx D2 cells, calcium flux, dopamine EC80; in the data active means inhibition above about 30%; further: 0% is about no effect
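Cells plated overnight at 30 C with tetracycline; no-wash calcium dye, 30–90 min RT; 10 s baseline; compound pinned; 180 s read; EC80 dopamine added; another 180 s read.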
TRHR agonist – TRH receptor (human) agonism; P34981; TRHR cells, calcium flux fluo-8, FDSS agonist mode; 360,000 compounds, 0.18% hits; activation, % at 2 µM; further: 0% is about no effect
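In this calcium-flux screen, cells bearing human TRHR are dye-loaded with fluo-8, baselined for 10 cycles, then exposed to library compounds; positive kinetic calcium responses during the agonist phase mark hits, with TRH as control.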
RXFP1 antagonist – blocks the human relaxin receptor RXFP1; HEK293-RXFP1, relaxin-stimulated cAMP HTRF, 30 min; active compounds read low; activity change, negative = inhibition, % at 57.5 µM; Q9HBX9; 350,000 compounds, 0.59% hits;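 active means activity change of -60% or lower, but not beyond a set lower limit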; further: on the % scale 0 is the no-effect control and ±100 the full control effect
D1 PAM – human D1 dopamine receptor positive modulation; HEK293 TREx D1 cells, calcium flux, dopamine EC20 potentiation; potentiation, % at 10 µM; 360,000 compounds, 0.036% hits; in the data active means potentiation above about 30%; further: 0% is about no effect
* = called active by the depositor; x = not tested or not shown. Unless noted, no stated cut-off is given here; in the data, active means activation above about 30%; inactive means the rest. This is a random part of the collection; about 7.1% have a hit in one of these screens.

SMILES | D1 agonist | D2 ag | TRHR enhancer | D2 PAM | D1 antag | D2 antag | TRHR agonist | RXFP1 antagonist | D1 PAM
O=C(N/C(=C\c1ccco1)C(=O)N1CCOCC1)c1ccccc1Cl | 0.3 | -3.0 | -0.5 | x | -2.6 | 6.5 | 0.2 | 1.1 | -5.2
O=C(COC(=O)c1oc2ccccc2c1COc1ccccc1)NCCN1C(=O)CSC1=O | 8.1 | 0.1 | 4.7 | 17.6 | 2.0 | 6.3 | 0.2 | -16.8 | 10.2
C/C(=N\NC(=O)c1ccc(Br)cc1)c1cccnc1 | -0.4 | 0.2 | -4.9 | -22.4 | 8.2 | 16.8 | 0.1 | -1.7 | -0.7
CS(=O)(=O)Oc1ccc2c(c1)O/C(=C\C=C\c1ccccc1)C2=O | 8.0 | 3.4 | -5.5 | -3.2 | -8.6 | 37.5* | 12.7 | -9.2 | -1.6
O=[N+]([O-])c1ccc(Cl)c(/C=N/n2c(-c3ccncc3)n[nH]c2=S)c1 | 1.0 | 5.8 | 4.8 | 13.7 | -6.1 | -3.0 | -2.1 | -19.9 | 0.0
COc1ccccc1C#Cc1ccc2c(=O)c3ccccc3n(C)c2c1 | 2.0 | x | -2.7 | x | 10.3 | x | -0.4 | x | -5.2
COC(=O)c1ccc(C)c(NC(=O)CCc2ccc(OC)c(OC)c2)c1 | 3.8 | -0.7 | 1.7 | 0.3 | -3.3 | 1.9 | 0.1 | 1.5 | -9.5
O=C(NCCS(=O)(=O)NCc1ccco1)c1ccccc1 | 0.7 | -0.3 | 2.2 | -1.3 | 1.7 | -1.1 | -0.2 | -6.1 | -3.0
COC(=O)c1cc2ccccn2c2c(C(=O)OC)c(C(=O)OC)cc1-2 | 0.1 | 0.1 | 3.7 | -8.7 | -16.3 | -35.4 | -0.2 | 0.7 | 5.7
O=S(=O)(c1ccc(F)cc1)N1CCN(C(=S)NC2CC2)CC1 | 9.2 | 0.2 | 5.7 | -8.7 | -1.6 | -47.8 | 0.2 | 1.8 | x
O=C(NCCCN1CCN(c2ccccc2F)CC1)C1CCC(=O)N1C1CCCC1 (centres undefined) | -2.4 | 72.2* | -0.2 | -17.0 | -6.6 | 66.4* | 0.6 | x | -7.4
CCOc1ccc2nc(COC(=O)c3ccco3)c(C(C)=O)[n+]([O-])c2c1 | 1.4 | -0.8 | 16.5 | 17.1 | -4.4 | -10.4 | 0.5 | -6.1 | 1.4
O=C(CSCC(=O)Nc1ccccc1)N/N=C/c1c(O)ccc2ccccc12 | 19.7 | -0.1 | 3.7 | 12.7 | -29.1 | -29.8 | -0.6 | 8.5 | -11.2
Cc1ccc(C2(c3noc(CN4CCC(C(=O)N5CCOCC5)CC4)n3)CCCC2)cc1 | 0.2 | -1.8 | -0.9 | -2.2 | 6.1 | 1.9 | -0.7 | 8.0 | -6.5
C/C(=N/NC(=O)c1ccccc1)c1ccc(NC(=O)C(F)(F)F)cc1 | 2.3 | -1.1 | 2.1 | -1.2 | 3.2 | -27.2 | -0.7 | 15.1 | 4.7
CCN(CC)c1ccc(S(=O)(=O)N2CCOCC2)cc1NC(=O)CSC(=S)N1CCCC1 | 2.9 | -1.3 | -8.9 | -1.7 | 4.4 | -1.2 | 0.2 | -7.2 | 0.1
CCC(C)[C@H](NC(=O)N1CCn2c1nc1ccccc12)C(=O)NCc1ccc(OC)cc1 (some centres undefined) | 4.6 | -0.9 | -4.0 | -1.7 | -11.9 | 6.4 | -0.2 | 3.5 | -1.4
CNC(=O)c1nnc(Cc2ccc(F)cc2)o1 | 2.9 | -0.7 | 3.7 | 0.0 | -3.9 | 58.1* | 0.1 | x | 1.6
FC(F)(F)c1cccc(OCC2CNC(=S)O2)c1 (centres undefined) | 1.4 | -0.8 | -3.9 | -6.0 | 8.8 | -18.7 | 0.6 | 8.2 | -6.5
O=C(COc1ncnc2c(Cl)cc(Cl)cc12)Nc1cc([N+](=O)[O-])ccc1Cl | 2.5 | 2.0 | 2.0 | 12.1 | 7.9 | -7.8 | 0.2 | 0.2 | -7.5
COc1ccc(C(C(=O)NC2CCCC2)N(C(=O)c2csnn2)C2CCCC2)cc1 (centres undefined) | -0.3 | 7.3 | 0.0 | x | 11.9 | -17.0 | 0.4 | 0.8 | -7.5
CNC(=S)N(CCc1cccc(C)c1)Cc1cc2cc(OC)c(OC)cc2[nH]c1=O | 4.4 | 0.3 | 12.3 | 1.2 | -5.1 | 30.3* | -0.2 | -2.0 | -5.8
CC(C)N1CCc2c(sc(NC(=O)c3ccc4ccccc4c3)c2C(N)=O)C1 | 23.6 | 27.2 | 9.7 | -0.2 | -10.0 | 3.6 | 30.7* | -73.8* | -2.5
CCOc1ccc(-c2c(C(=O)N/N=C/c3ccc(C)s3)nnn2-c2nonc2N)cc1 | 2.4 | 0.5 | 18.1 | 3.1 | 16.0 | -0.9 | 1.4 | -17.9 | 3.5
CCc1ccccc1N1C(=O)c2ccccc2S1(=O)=O | 3.3 | x | 3.5 | x | 5.6 | x | 0.0 | 12.5 | -3.4

Of the compounds above, two contain an NH in an aromatic ring.
SMILES | D1 agonist | D2 ag | TRHR enhancer | D2 PAM | D1 antag | D2 antag | TRHR agonist | RXFP1 antagonist | D1 PAM
O=[N+]([O-])c1ccc(Cl)c(/C=N/n2c(-c3ccncc3)n[nH]c2=S)c1 | 1.0 | 5.8 | 4.8 | 13.7 | -6.1 | -3.0 | -2.1 | -19.9 | 0.0
CNC(=S)N(CCc1cccc(C)c1)Cc1cc2cc(OC)c(OC)cc2[nH]c1=O | 4.4 | 0.3 | 12.3 | 1.2 | -5.1 | 30.3* | -0.2 | -2.0 | -5.8

As entered above.
In D2 ag, O=C(N/C(=C\c1ccco1)C(=O)N1CCOCC1)c1ccccc1Cl has the entry -3.0
In RXFP1 antagonist, CC(C)N1CCc2c(sc(NC(=O)c3ccc4ccccc4c3)c2C(N)=O)C1 has the entry -73.8*
In D1 antag, COc1ccccc1C#Cc1ccc2c(=O)c3ccccc3n(C)c2c1 has the entry 10.3
In D2 antag, COC(=O)c1cc2ccccn2c2c(C(=O)OC)c(C(=O)OC)cc1-2 has the entry -35.4

Further results follow:
SMILES | D1 agonist | D2 ag | TRHR enhancer | D2 PAM | D1 antag | D2 antag | TRHR agonist | RXFP1 antagonist | D1 PAM
O=S(=O)(c1ccc(Br)s1)N1CCN(c2ccnc3cc(Cl)ccc23)CC1 | 11.8 | -2.4 | -7.9 | -1.4 | -3.2 | -12.6 | -0.6 | -25.0 | -2.8
CCOc1ccccc1NC(=O)C(Sc1nnnn1C)c1ccccc1 (centres undefined) | 0.6 | -0.3 | 10.1 | 1.6 | -19.0 | -18.7 | 0.3 | -4.2 | 0.5
COc1ccc(NC(=O)CC2C(=O)N(c3ccc(F)cc3)C(=O)N2Cc2cccnc2)cc1 (centres undefined) | 0.3 | 0.2 | 1.5 | 0.3 | 20.4 | x | 1.4 | 1.6 | -1.2
COc1ccc(OCC(=O)OCC(=O)N2C(C)CCCC2C)cc1 (centres undefined) | 13.7 | 0.2 | -3.2 | -18.3 | -36.2* | 25.7 | -0.1 | -7.2 | x
O=C(c1ccco1)n1nc(-c2ccccc2)nc1SCc1ccccc1 | 1.1 | -0.8 | -10.0 | -4.2 | -2.7 | 17.0 | 1.2 | -0.4 | 4.5
COc1cc(/C=C(\C#N)c2nc(-c3cc4ccccc4oc3=O)cs2)ccc1O | 18.2 | 11.3 | -3.1 | -10.7 | 6.6 | -0.9 | 19.4 | 4.7 | 2.5
COC(=O)c1ccccc1NC(=O)Cn1c(=O)n(CCCC(=O)NCCc2ccc(OC)c(OC)c2)c(=O)c2ccccc21 | -1.5 | 0.1 | -4.2 | 0.5 | -31.9* | x | -1.0 | x | -0.9
CC(Oc1ccc2ccc(=O)oc2c1)C(=O)NC1CCN(Cc2ccccc2)CC1 (centres undefined) | 3.7 | -0.2 | 1.2 | -0.3 | 12.9 | 3.0 | 0.6 | -5.0 | -4.8
COc1ccc(CNCCC2(C(C)C)CCOC(C)(C)C2)cc1 (centres undefined) | -1.1 | 0.2 | -1.6 | -4.2 | 11.8 | 16.4 | -0.5 | -3.6 | -2.8
Cc1ccc(-c2ccc(=O)n(CCC(=O)NCc3ccccn3)n2)cc1 | 1.9 | 1.2 | -1.1 | x | 8.1 | 6.4 | -0.4 | -2.6 | -5.3
CC(C)(C)c1ccc(-c2nnc(SCC(=O)NC3CC3)o2)cc1 | 4.1 | x | 14.3 | x | -8.9 | x | -0.5 | 22.5 | 7.1
Cc1cc(C)n2nc(CC(=O)NNC(=O)COc3cccc(C)c3C)nc2n1 | -0.7 | x | 2.2 | x | 1.1 | x | 0.2 | 0.3 | 5.2
CC1CN(S(=O)(=O)c2cccc(C(=O)NCCCn3ccnc3)c2)CC(C)O1 (centres undefined) | 0.2 | -0.1 | 3.2 | -2.9 | 5.6 | -6.4 | 0.6 | 1.0 | -2.5
CN(C)NC1CCS(=O)(=O)C1 (centres undefined) | 0.8 | 0.5 | -5.5 | 8.2 | 10.0 | -8.2 | 0.9 | 8.5 | 7.5
O=C(CN1CCN(Cc2ccc(F)cc2Cl)C1=O)NCCc1ccccc1 | 0.1 | -0.9 | 10.8 | -1.4 | -6.0 | 5.9 | -0.4 | x | 13.6
S=C(NCc1ccc(Cl)cc1)Nc1ccncc1 | 26.5 | 0.5 | -12.2 | -10.9 | -42.9* | -6.1 | 0.1 | 10.4 | -6.0
CCOC(=O)Cn1c(N2CCCCCC2)nc2c1c(=O)[nH]c(=O)n2C | 0.4 | 0.6 | -2.3 | 5.5 | -2.4 | 5.0 | -0.2 | -10.9 | -0.4
CCCCSc1nnc2c(n1)OC(c1ccc(Br)s1)Nc1ccccc1-2 (centres undefined) | 1.4 | -0.9 | -1.7 | -7.6 | -13.8 | x | -0.4 | -11.9 | 0.5
Cc1ccc(S(=O)(=O)c2nnn3c2nc(NC2CCCCC2)c2sccc23)cc1 | 0.0 | -0.2 | -10.1 | 3.1 | -1.8 | x | 0.7 | -26.0 | -1.1
COc1ccc2ccccc2c1CN1CCN(C(=O)c2ccccc2)CC1 | 0.5 | 2.3 | -0.2 | -14.5 | 15.1 | -15.6 | -0.4 | -10.3 | -4.5
COc1ccccc1NS(=O)(=O)c1cc(NC(=O)c2sccc2C)ccc1N1CCCC1 | 4.8 | 0.0 | -3.5 | -1.0 | 1.9 | 5.6 | -0.6 | -33.7 | 0.4
O=C(Nc1nnc(-c2ccc3c(c2)CCCC3)o1)c1ccc(Cl)cc1Cl | 35.6* | 4.8 | -0.2 | -1.2 | -4.7 | 7.6 | 5.1 | x | 4.2
Cn1cc([N+](=O)[O-])c(C(=O)N/N=C/c2ccccc2)n1 | 0.3 | -0.5 | 2.4 | -5.9 | -0.3 | -1.3 | -0.3 | 14.3 | -3.1

Two entries from above, field by field.
O=C(CN1CCN(Cc2ccc(F)cc2Cl)C1=O)NCCc1ccccc1
  D1 agonist = 0.1 | D2 ag = -0.9 | TRHR enhancer = 10.8 | D2 PAM = -1.4 | D1 antag = -6.0 | D2 antag = 5.9 | TRHR agonist = -0.4 | RXFP1 antagonist = x | D1 PAM = 13.6
S=C(NCc1ccc(Cl)cc1)Nc1ccncc1
  D1 agonist = 26.5 | D2 ag = 0.5 | TRHR enhancer = -12.2 | D2 PAM = -10.9 | D1 antag = -42.9* | D2 antag = -6.1 | TRHR agonist = 0.1 | RXFP1 antagonist = 10.4 | D1 PAM = -6.0

Screening results deposited in PubChem by National Center for Advancing Translational Sciences (NCATS).
